Screening data deposited in PubChem by Southern Research Specialized Biocontainment Screening Center.
M. tuberculosis HTS – M. tuberculosis growth inhibition, HTS (AID 449762); inhibition, % at 25 µM, or IC50 in µM where a hit was titrated; 330,000 tested, 0.59% active; M. tuberculosis H37Rv growth inhibition, 7H9 media; higher % means a stronger effect; in the data active = a potency from the dose series; inconclusive = inhibition above about 70% without an active follow-up result;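 also: bacterial growth assessed after seven days of incubation; strong numbers were not always called active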
tuberculosis growth – growth inhibition of non-replicating M. tuberculosis (AID 488890); 320,000 tested, 0.39% active; Mycobacterium tuberculosis non-replicating, growth inhibition; higher % means a stronger effect; inhibition, % at 25 µM, or IC50 in µM where a hit was titrated; in the data active = a potency from the dose series; inconclusive = inhibition mostly from about 82% at the one dose, without a potency; inactive = the rest, 99 in 100 with inhibition below about 76%;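 also: plate controls were DMSO cells for no effect and high antibiotic wells for full effect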
influenza NS1A – H1N1 influenza NS1A inhibitors, functional cell based assay (AID 504329); NS1A functional cell-based assay, percent inhibition; higher % means a stronger effect; inhibition, % at 12.5 µM; hits with a dose series show IC50 in µM; 340,000 tested, 0.3% active; in the data active = a potency from the dose series; inconclusive = inhibition above about 27% without an active follow-up result; also: strong numbers were not always called active
inhibitors of VEEV – inhibitors of VEEV TC-83 cytopathic effect, confirmation, Vero cells (AID 588727); Vero cells, VEEV TC-83 cytopathic effect inhibition; higher % means a stronger effect; 350,000 tested, 0.13% active; inhibition, % at 20 µM; hits with a dose series show IC50 in µM; in the data active = a potency from the dose series; inconclusive = inhibition mostly from about 14% at the one dose, without a potency; inactive = the rest, 99 in 100 with inhibition below about 12%; also: strong numbers were not always called active
Salmonella PhoP GFP – PhoP regulon inhibitors, Salmonella typhi PhoP promoter GFP reporter, confirmatory (AID 1850); Salmonella Typhi PhoP-promoter GFP reporter, fluorescence, 4 h; higher % means a stronger effect; 310,000 tested, 0.33% active; one-dose inhibition, % at 50 µM; IC50 in µM for titrated hits; in the data active = a potency from the dose series; inconclusive = inhibition mostly from about 25% at the one dose, without a potency; inactive = the rest, 99 in 100 with inhibition below about 19%;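 also: 0% = induced wells with vehicle and 100% = uninduced wells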
inhibitors of VEEV 10K pilot screen – recorded beside inhibitors of VEEV, whose call it bears; inhibition, %; measured here: 10K pilot screen inhibition
Starred values were filed as active, the others as inactive; i = inactive; u = inconclusive; x = no result given.

SMILES	M. tuberculosis HTS	tuberculosis growth	influenza NS1A	inhibitors of VEEV	Salmonella PhoP GFP	others
COc1nnc(-c2ccc(N3CCOCC3)c(NC(C)=O)c2)c2ccccc12	12.3%	17.4%	18.2%	4.6%	15.5%
CC(OC(=O)c1ccc(Cl)cc1)C(=O)NCC1CCCCC1 (centres undefined)	-1.2%	67.9%	-6.3%	0.5%	x
CCn1c(CCNC(=O)c2ccc(OC)c(OC)c2)nc2ccccc21	-6.3%	6.0%	2.2%	6.4%	-9.5%
CC(C)C[C@@H](CN(C)N=O)N(C[C@H](Cc1ccccc1)N(CCc1ccccc1)N=O)N=O	3.7%	43.5%	13.2%	i	-9.3%
CC1CCC(C(C)C)C2=C1C(C#N)(C#N)C(C#N)(C#N)C(c1ccccc1)N2 (centres undefined)	-1.6%	-5.9%	-3.4%	41.5%	9.4%
Nc1c(O)ccc2c1C(=O)c1ccccc1C2=O	-3.9%	70.5%	x	x	-10.6%
CCOC(=O)C1CCN(C(=O)c2ccc(OC3CCN(C(=O)COC)CC3)cc2)CC1	x	x	15.5%	1.7%	x
COc1ccc(S(=O)(=O)N(C)CC(=O)N2CCC(C)CC2)cc1Cl	-3.1%	10.8%	-7.3%	0.3%	-5.8%
O=C(/C=C/c1ccccc1)N/C(=C\c1ccco1)C(=O)NCCO	4.0%	0.7%	-1.4%	0.9%	-7.0%
CCOc1ccc(CN(C(=O)c2cccs2)C2CCS(=O)(=O)C2)cc1 (centres undefined)	5.4%	-11.8%	-12.5%	1.8%	-1.8%
CCNC(=S)N1CCN(CC(=O)Nc2ccc(OC)cc2)CC1	-6.9%	0.5%	4.4%	1.6%	-8.9%
O=C(O)C1C(c2ccccc2)C(C(=O)Oc2ccccc2)C1c1ccccc1 (centres undefined)	6.2%	24.0%	-12.4%	i	3.1%
COc1cccc(OC)c1C(=O)NC(=S)Nc1ccc(N2CCOCC2)c(Cl)c1	-1.4%	5.3%	-10.5%	9.8%	4.6%
CC(C)CCNC(=O)c1ccc(-c2ccccc2)cc1	14.0%	21.6%	x	x	8.0%
O=C(NCCc1ccccc1Cl)C1CCN(S(=O)(=O)c2cccs2)CC1	1.1%	8.7%	1.0%	1.9%	-0.8%
Cn1c(=NC(=O)C2CC2)sc2cc(F)cc(F)c21	-4.5%	-4.8%	5.3%	i	-1.7%
COCCN(Cc1cc2cc(C)cc(C)c2nc1Cl)C(=O)Nc1ccccc1	-10.6%	35.5%	0.3%	0.9%	17.4%
COc1ccccc1NC(=O)CSc1nnc(-c2ccc(C)cc2)o1	-6.1%	42.8%	-10.4%	1.4%	9.7%
CC1=C(C(=O)N2CCOCC2)C(c2c(C)cc(C)cc2C)NC(=S)N1 (centres undefined)	-2.0%	-1.2%	-11.9%	1.5%	-11.1%
COc1ccccc1-c1ocnc1C(=O)N1CCN(C(=O)C(c2ccccc2)c2ccccc2)CC1	5.1%	11.1%	-5.1%	0.4%	-16.9%

The final 3 records of the part before open the next one.
SMILES	M. tuberculosis HTS	tuberculosis growth	influenza NS1A	inhibitors of VEEV	Salmonella PhoP GFP	others
COc1ccccc1NC(=O)CSc1nnc(-c2ccc(C)cc2)o1	-6.1%	42.8%	-10.4%	1.4%	9.7%
CC1=C(C(=O)N2CCOCC2)C(c2c(C)cc(C)cc2C)NC(=S)N1 (centres undefined)	-2.0%	-1.2%	-11.9%	1.5%	-11.1%
COc1ccccc1-c1ocnc1C(=O)N1CCN(C(=O)C(c2ccccc2)c2ccccc2)CC1	5.1%	11.1%	-5.1%	0.4%	-16.9%
O=C(Nc1cccc(-n2cnnn2)c1)c1cnccc1Cl	0.2%	x	6.5%	0.9%	-3.7%
CC(=O)Nc1ccc2nc(NC(=O)COc3ccc(C)cc3)sc2c1	8.0%	16.2%	8.6%	0.7%	10.5%
CN1C(=O)/C(=C/c2cccc(Cl)c2)Sc2ccc(C(=O)NCc3cccnc3)cc21	u	38.9%	-1.5%	5.2%	7.9%
CN1C(=O)C(CC(=O)O)S/C1=N\N=C\c1ccc(O)cc1O (centres undefined)	-4.8%	8.4%	10.6%	i	0.3%
COc1ccc(CCNC(=O)c2cc(S(=O)(=O)N3CCCCC3)ccc2Cl)cc1	x	x	1.0%	3.2%	x
CC(=O)Nc1ccc(NC(=O)C2CCCN2C(=O)Nc2ccccc2[N+](=O)[O-])cc1 (centres undefined)	2.8%	5.1%	-7.3%	0.5%	4.5%
COc1ccc(C(=O)NCc2nnc(SCC(=O)N3CCc4ccccc43)o2)cc1OC	2.7%	-6.8%	1.8%	i	4.2%
COc1ccc(N(C)S(=O)(=O)c2cccc(C(=O)Nc3cccc(C(=O)NC4CC4)c3)c2)cc1	0.2%	-8.4%	1.2%	9.7%	x
CC1CCCN(S(=O)(=O)c2cc3c4c(c2)C(C)C(=O)N4CCC3)C1 (centres undefined)	-1.4%	12.7%	2.9%	1.9%	0.3%
O=Cc1cc2c(cc1[B-](F)(F)F)OCO2	x	x	-2.1%	0.1%	x
Cc1cccc(NC(=O)CCCc2ccccc2)c1C	7.8%	67.9%	-8.5%	i	-6.1%
COc1ccc2nc(NC(=O)CS(=O)(=O)c3ccc(C)cc3)sc2c1	0.2%	42.5%	-12.1%	2.6%	-0.3%
CCC(=O)c1cc(F)c(N2CCN(C(=O)c3ccco3)CC2)cc1C	-1.1%	34.7%	4.6%	i	2.2%	inhibitors of VEEV 10K pilot screen=0.4
Cc1ccccc1Cn1ccc(NC(=O)c2cc3ncc(Br)cn3n2)n1	-0.5%	4.5%	6.6%	0.5%	14.4%
CCn1nc(Cc2cccc3ccccc23)c(C#N)c1N	3.1%	-0.5%	-1.8%	i	-15.8%	inhibitors of VEEV 10K pilot screen=1.1
CC(=O)Oc1ccc(-c2nc(-c3cccnc3)no2)cc1	8.9%	10.4%	9.5%	5.5%	-26.6%
O=C(OCC(=O)N1CCc2ccccc21)c1ccccn1	3.6%	9.4%	-8.2%	1.2%	16.1%
COc1ccc(Cl)cc1N(CC(=O)NCCSCc1ccccc1)S(C)(=O)=O	3.0%	5.8%	-1.8%	4.3%	3.2%
CCOc1ccc(NC(=O)CN(C)CC(=O)NC(C)c2ccccc2)cc1OCC (centres undefined)	-2.6%	-3.7%	9.4%	0.1%	-1.7%
O=C(CN1C(=O)NC(c2ccccc2)(c2ccccc2)C1=O)NC1CCCCC1	2.4%	31.4%	-7.1%	i	x
N#Cc1c(NC(=O)CSc2nnc(-c3ccccc3O)n2-c2ccccc2)sc2c1CCCC2	1.2%	-2.0%	-2.7%	8.1%	16.6%
CCN(C(=O)CCCCC(=O)N(CC)c1ccccc1)c1ccccc1	-14.8%	0.6%	-16.0%	i	19.5%
CCOC(=O)c1c(C)nc2sc3c(=O)n(-c4ccc(C(C)=O)cc4)nnc3c2c1-c1ccc(Cl)cc1	7.6%	-10.8%	-17.6%	8.5%	-4.8%
CCn1cc(C(=O)NCc2cccc(C(F)(F)F)c2)c(=O)c2ccc(C)nc21	9.2%	0.3%	-6.3%	0.4%	-7.3%
Cc1ccccc1CCN1CCCC(CN(C)C(=O)C(=O)c2ccco2)C1 (centres undefined)	-13.1%	10.1%	9.6%	1.4%	-3.8%
COc1cc(C)c(Br)cc1S(=O)(=O)NCc1ccncc1	2.4%	-3.1%	-6.1%	i	-0.2%
CCOc1ccccc1C(=O)Oc1ccc2ccc(=O)oc2c1	18.2%	13.7%	-1.0%	i	-1.0%
COc1ccc(NC(=O)c2c(Cl)n(C)c3ccccc23)cc1	-3.3%	19.4%	-4.2%	7.7%	0.8%
CC(C)=CCOc1ccc2c(C)c(CC(=O)N3C[C@H]4C[C@@H](C3)c3cccc(=O)n3C4)c(=O)oc2c1C	-2.8%	25.7%	7.0%	1.2%	11.1%
COc1ccc(C(=O)NN2CCOCC2)cc1	0.4%	-7.1%	-3.7%	1.9%	-3.9%
CCOc1ccc2ccccc2c1C1NC(=S)N(C)C(C)=C1C(=O)OC (centres undefined)	7.8%	26.6%	-3.0%	0.9%	-5.9%
Cc1ccc(-n2nc3c(c2NC(=O)C(C)(C)C)CS(=O)(=O)C3)cc1	6.1%	-13.6%	-7.6%	1.0%	2.9%
COc1ccccc1CNC(=O)C1CCC(CNS(=O)(=O)c2cccs2)CC1 (centres undefined)	-1.0%	-5.4%	3.8%	0.4%	-4.5%
COc1ccc(CNC(=O)CN(Cc2ccco2)C(=O)CNS(=O)(=O)c2ccccc2)cc1	8.7%	-5.0%	7.7%	1.7%	1.5%
Cc1ccc(N2CCN(/N=C/C(Cl)=C/c3ccccc3)CC2)cc1	4.0%	4.1%	13.4%	i	0.3%
CC1(c2cnc(Nc3ccccc3)s2)CCC(=O)O1 (centres undefined)	-10.2%	-18.0%	5.6%	2.5%	1.4%
CC(Oc1ccc(F)cc1)C(=O)Nc1cc(S(=O)(=O)N2CCOCC2)ccc1N1CCCCC1 (centres undefined)	2.0%	8.8%	-3.3%	4.1%	11.4%
Cc1ccc(SCCNS(=O)(=O)c2ccc(F)cc2)cc1	-2.0%	11.5%	-3.3%	3.2%	0.3%
N/C(=N\OS(=O)(=O)c1ccc(Cl)cc1)c1cccnc1	0.3%	-0.3%	-2.6%	0.3%	26.6µM*	inhibitors of VEEV 10K pilot screen=0.1
Cc1ccc(-n2cc(CNC(C)Cn3cncn3)c(-c3ccc(F)cc3)n2)cc1 (centres undefined)	u	40.3%	1.2%	1.4%	3.0%

Structures from the list above containing a COOH group (two):
SMILES	M. tuberculosis HTS	tuberculosis growth	influenza NS1A	inhibitors of VEEV	Salmonella PhoP GFP	others
O=C(O)C1C(c2ccccc2)C(C(=O)Oc2ccccc2)C1c1ccccc1 (centres undefined)	6.2%	24.0%	-12.4%	i	3.1%
CN1C(=O)C(CC(=O)O)S/C1=N\N=C\c1ccc(O)cc1O (centres undefined)	-4.8%	8.4%	10.6%	i	0.3%

Additional results.
SMILES	M. tuberculosis HTS	tuberculosis growth	influenza NS1A	inhibitors of VEEV	Salmonella PhoP GFP	others
CCCS(=O)(=O)n1nc(-c2ccc(Br)cc2)cc1N	-6.5%	x	-2.0%	1.5%	8.7%
Clc1cccc(Cl)c1-c1noc(CN2CCOCC2)n1	2.9%	-4.8%	-1.1%	0.7%	1.3%
Cc1ccc(C)c(Oc2nnnn2-c2ccccc2)c1	-1.5%	29.6%	1.6%	i	-6.3%
CCCOC(=O)CC1C(=O)NCCN1Cc1ccccc1C (centres undefined)	1.8%	-3.8%	-7.2%	0.0%	x
CC1(c2nnc(Cc3ccccc3)o2)CC(c2ccc(F)cc2)=NO1 (centres undefined)	-3.1%	4.8%	4.6%	0.1%	1.8%
CC1CCN(CCCNC(=O)c2ccc3c(=O)n(Cc4ccc(Cl)cc4)c(=S)[nH]c3c2)CC1	11.6%	59.7%	13.4%	i	44.5µM*
[O-][n+]1ccccc1SC/C=C/c1ccccc1	12.1%	28.1%	15.2%	i	-1.6%
CCN(CC(=O)Nc1c(F)cccc1F)C(=O)c1ccc(S(=O)(=O)N2CCCCCC2)cc1	x	x	-8.8%	5.7%	x
CN(C)c1nc(Oc2ccc(=O)n(-c3ccccc3)n2)nc(N2CCOCC2)n1	-8.6%	-3.7%	4.4%	2.0%	4.5%
NC(=O)CSc1oc(-c2ccco2)nc1S(=O)(=O)c1ccc(F)cc1	-0.1%	6.3%	-0.7%	2.0%	6.0%
Cc1nc2n(n1)C(c1ccccc1)C1=C(CC(c3ccco3)CC1=O)N2 (centres undefined)	-3.1%	15.9%	-3.0%	5.1%	-0.6%
COc1cccc(/C=C/C(=O)OCC(=O)c2ccc(C)c(C)c2)c1OC	-9.7%	28.3%	-3.3%	0.5%	x
O=C(C1CC(=O)N(c2ccc(F)cc2)C1)N1CCC(c2nc3ccccc3[nH]2)CC1 (centres undefined)	3.4%	7.3%	-1.5%	3.5%	-0.2%
COc1ccc(/C=C/CN2CCCC(CCC(=O)NCc3ccc(F)c(F)c3)C2)cc1 (centres undefined)	56.5%	39.0%	12.4%	i	6.3%
CCn1c(CSc2nnc3ccccn23)nc2cc(C(=O)O)ccc21	-0.2%	-2.3%	13.4%	0.5%	-1.6%
Nc1cc(C(F)(F)F)cc2c1SCC(=O)N2	-2.0%	-3.9%	-0.2%	i	-7.7%
COc1ccc(/C=C2\SC(N3CCc4ccccc4C3)=NC2=O)cc1OC	u	18.0%	-3.5%	8.3%	-6.0%
O=C(NCCN1CCOCC1)c1ccc(Cl)c(S(=O)(=O)N2CCCCCC2)c1	6.3%	-7.1%	-17.8%	2.0%	4.4%
